Growth percent in the NCI-60 one-dose screen (48 h, 10 µM unless noted): 100 = growth as untreated, 0 = no growth, -100 = all killed.
U251: U251 CNS tumor cells | AID 1794753 | 80,000 compounds, 5.4% hits
SF-539: SF-539 CNS cancer | 81,000 compounds, 6.8% hits
DU-145: DU-145 prostate cancer; 81,000 compounds, 4.2% hits; AID 1794760
SF-268: SF-268 CNS cancer cells. 82,000 compounds, 3.1% hits. AID 1794759
SNB-19: SNB-19 CNS cancer cells; 81,000 compounds, 2.5% hits
SF-295: SF-295 CNS cancer cells; 79,000 compounds, 5.6% hits
OVCAR-8: OVCAR-8 ovarian cancer; 81,000 compounds, 4.4% hits
OVCAR-3: OVCAR-3 ovarian cancer; 79,000 compounds, 7% hits
PC-3: PC-3 prostate cancer cells; 80,000 compounds, 3.9% hits; AID 1794754
Numbers without * were called inactive; · = no result given; & = joins results of further samples; [ ] = another dose, or the depositor's remark. Rule for the calls: active = growth percent below 10; inactive = the rest.

No.	mol	U251	SF-539	DU-145	SF-268	SNB-19
1	Nc1ccc(Cl)nn1	101	107	121	100	104
2	CCCCCCCC(=O)SCC/C=C/[C@@H]1CC(=O)NCc2cc(ccn2)C2=N[C@@](C)(CS2)C(=O)N[C@@H](C(C)C)C(=O)O1	-56*	17	12	12	10
3	C=CCn1c(-c2ccc(-c3nc4ccc(C)cc4[nH]3)cc2)n[nH]c1=S	101	97	111	112	102
4	Nc1ccc2c(c1)C(=O)OC2	101	114	111	96	102
5	O=[N+]([O-])c1ccc(-c2cc3c(Nc4ccc(OCc5cccc(Cl)c5)c(Cl)c4)ncnc3s2)cc1	53	84	70	76	68
6	Cn1cc(C(=O)Nc2cc(C(=O)Nc3cc(C(=O)NCCC(=N)N)n(C)c3)n(C)c2)cc1NC(=O)CN=C(N)N	95	107	105	107	·
7	O=C(Nc1ccc(-c2ccc3c(c2)NC(=O)/C3=C\c2ccc[nH]2)cc1)NC1CC1	75	72	103	103	93
8	C/C(=N\NC(=O)CSc1nc2sc3c(c2c(=O)n1-c1ccccc1)CCC(C)C3)c1ccc(Cl)cc1 (configuration not stated)	27	19	23	24	35

No.	SF-295	OVCAR-8	OVCAR-3	PC-3
1	105	100	122	108
2	-62*	6.3*	-23*	16
3	92	94	112	101
4	102	103	105	98
5	60	53	27	48
6	94	104	102	93
7	91	109	107	99
8	41	19	·	32

Next part
No.	mol	U251	SF-539	DU-145	SF-268	SNB-19
9	CSc1c(-c2nc3ccccc3s2)c(N)nc2c(C(=O)Nc3ccccc3)c(Nc3ccccc3)nn12	103	95	104	100	102
10	O=C(O)CCCC(=O)Nc1ccc(NC(=O)Nc2ccc(Cl)c(C(F)(F)F)c2)cc1	104	113	107	100	107
11	Cc1ccc(NCc2nnc(-c3ccc(Cl)cc3)o2)cc1	107	104	109	98	106
12	Cn1ncc2cc3c(Nc4ccc(Cl)cc4)cccc3nc21	81	91	90	86	99
13	Cc1cc2c(cc1Cl)C(=O)/C(=C/c1ccc(Cl)cc1)O2	108	101	121	129	105
14	CCOC(=O)N1CC=CC1	97	101	104	110	102
15	N#C/C(=C\c1ccc2c(c1)OCO2)n1nnc2cc(F)c(F)cc21	84	84	37	74	82
16	Cc1cc(Cl)ccc1Nc1nc(C(F)(F)F)ccc1C(=O)N/N=C/c1cccc(O)c1	31	23	·	39	64

No.	SF-295	OVCAR-8	OVCAR-3	PC-3
9	99	99	·	97
10	108	106	99	103
11	104	107	100	96
12	88	90	94	80
13	109	110	122	108
14	105	101	112	95
15	102	61	32	51
16	6.7*	63	36	30

Next section:
No.	mol	U251	SF-539	DU-145	SF-268	SNB-19
17	C1CCN(CCN2CCCCC2)CC1	104	101	119	112	108
18	COc1cc(C(=O)c2cnc(-c3c[nH]c4cccc(C)c34)[nH]2)cc(OC)c1OC	18	0.4*	-6.2*	19	38
19	O=C1C(Cl)C(c2ccccc2Cl)N1n1cnnc1 (configuration not stated)	100	85	104	102	93
20	Nc1ccc2c(c1)-c1ccccc1C2=O	106	102	104	98	102
21	CN1CCCCC1CCN1C(=O)c2ccccc2C1=O (configuration not stated)	100	103	101	100	102
22	CCc1ccn2c(=O)c(C)cnc2c1	103	103	116	108	105
23	CN1CCC(CC(C(=O)N2CCCC2)(c2ccccc2)c2ccccc2)C1 (configuration not stated)	101	103	118	89	101
24	COc1ccc(/C=C/C(=O)c2ccccc2)cc1OC	41	89&96	64&96	80&91	75&89

No.	SF-295	OVCAR-8	OVCAR-3	PC-3
17	109	113	119	96
18	7.6*	·	-49*	19
19	100	96	102	88
20	104	107	107	95
21	105	100	110	75
22	104	106	108	89
23	116	100	104	96
24	80&96	69&107	61&94	76&82

5 compounds from above, ordered by number of heavy atoms, falling:
No.	mol	U251	SF-539	DU-145	SF-268	SNB-19
18	COc1cc(C(=O)c2cnc(-c3c[nH]c4cccc(C)c34)[nH]2)cc(OC)c1OC	18	0.4*	-6.2*	19	38
23	CN1CCC(CC(C(=O)N2CCCC2)(c2ccccc2)c2ccccc2)C1 (configuration not stated)	101	103	118	89	101
19	O=C1C(Cl)C(c2ccccc2Cl)N1n1cnnc1 (configuration not stated)	100	85	104	102	93
20	Nc1ccc2c(c1)-c1ccccc1C2=O	106	102	104	98	102
17	C1CCN(CCN2CCCCC2)CC1	104	101	119	112	108

No.	SF-295	OVCAR-8	OVCAR-3	PC-3
18	7.6*	·	-49*	19
23	116	100	104	96
19	100	96	102	88
20	104	107	107	95
17	109	113	119	96

(further entries)
No.	mol	U251	SF-539	DU-145	SF-268	SNB-19
25	COc1ccc(/C=N\NC(=O)c2cc(-c3ccc(Cl)cc3)n(-c3ccc(S(N)(=O)=O)cc3)n2)cc1	97	96	105	86	88
26	COc1ccc(NC(=O)c2ccc3c(c2)nc(-c2cc4ccccc4[nH]c2=O)n3-c2cc(C(C)(C)C)[nH]n2)cc1	86	95	103	79	75
27	Nc1cccc(C(=O)O)c1	105	95	106	94	93
28	CCOC(=O)c1cn2c3c(cccc3c1=O)C(=O)CC2	96	102	115	98	95
29	O=C(NC(=S)Nc1cnccn1)c1ccccc1	96	99	105	100	99
30	C1=CCOC(c2ccccc2)OC1	106	106	96	95	105
31	COc1ccc(-c2nn(-c3ccccc3)cc2-c2c3c(nn2-c2ccccc2)CC(C)(C)CC3=O)cc1	83	102	98	94	94
32	COC(=O)C(Cc1ccc(Cl)c(Cl)c1)n1cc(-c2ccccc2)nn1 (configuration not stated)	92	106	106	107	103

No.	SF-295	OVCAR-8	OVCAR-3	PC-3
25	98	97	104	95
26	90	98	100	79
27	85	126	102	86
28	98	100	102	100
29	102	104	111	102
30	102	108	98	103
31	96	72	91	63
32	104	93	114	86

Remaining list, next part.
No.	mol	U251	SF-539	DU-145	SF-268	SNB-19
33	C/C(=N\N=C\c1ccc(N(C)C)cc1)c1nnn(-c2ccc(Cl)cc2)c1C	107	107	108	107	103
34	COc1ccc(C(=O)/C=C/c2cc(F)cc(C(F)(F)F)c2)cc1S(N)(=O)=O	-73*	-78*	14	21	-93*
35	C=CCc1c2c(c(OC)c3ccoc13)C(=O)/C(=C/c1ccccc1)O2	81	88	95	83	84
36	COc1ccc(-c2nn(-c3cccc(Cl)c3)cc2C=C2C(N)=NN=C2N)cc1	101	115	116	102	107
37	O=[N+]([O-])c1ccc2c(c1)/C(=C/c1ccc(Cl)cc1)c1ccccc1-2	95	93	108	95	102
38	CSc1ncnc(SC)c1Cl	103	99	103	99	107
39	COc1ccc2c(CC(=O)O)cc(=O)oc2c1	100[100 µM]	105[100 µM]	111[100 µM]	105[100 µM]	95[100 µM]
40	COc1cc(NC(=O)c2ccc(C)cc2)ccc1C(=O)NC(=S)Nc1ccc(C(=O)O)cc1	103	95	111	107	96

No.	SF-295	OVCAR-8	OVCAR-3	PC-3
33	98	103	·	100
34	-48*	-44*	-95*	-10*
35	83	70	101	92
36	·	101	117	99
37	96	99	108	97
38	100	105	102	95
39	101[100 µM]	108[100 µM]	120[100 µM]	106[100 µM]
40	102	91	102	81

Some of the entries so far, as labelled records:
33) C/C(=N\N=C\c1ccc(N(C)C)cc1)c1nnn(-c2ccc(Cl)cc2)c1C
  U251: 107; SF-539: 107; DU-145: 108; SF-268: 107; SNB-19: 103; SF-295: 98; OVCAR-8: 103; OVCAR-3: ·; PC-3: 100
34) COc1ccc(C(=O)/C=C/c2cc(F)cc(C(F)(F)F)c2)cc1S(N)(=O)=O
  U251: -73*; SF-539: -78*; DU-145: 14; SF-268: 21; SNB-19: -93*; SF-295: -48*; OVCAR-8: -44*; OVCAR-3: -95*; PC-3: -10*
35) C=CCc1c2c(c(OC)c3ccoc13)C(=O)/C(=C/c1ccccc1)O2
  U251: 81; SF-539: 88; DU-145: 95; SF-268: 83; SNB-19: 84; SF-295: 83; OVCAR-8: 70; OVCAR-3: 101; PC-3: 92

3 compounds from above, showing only SF-268, PC-3 and SF-295:
entry	mol	SF-268	PC-3	SF-295
37	O=[N+]([O-])c1ccc2c(c1)/C(=C/c1ccc(Cl)cc1)c1ccccc1-2	95	97	96
38	CSc1ncnc(SC)c1Cl	99	95	100
39	COc1ccc2c(CC(=O)O)cc(=O)oc2c1	105[100 µM]	106[100 µM]	101[100 µM]

New compounds follow
No.	mol	U251	SF-539	DU-145	SF-268	SNB-19
41	COc1ccc(-c2cc(-c3cccn3C)c(C#N)c(=O)n2N=O)cc1OC	101	95	103	94	91
42	C=CC(=O)OCCCCCCCC	99	99	102	102	101
43	COc1cc(-c2nc(-c3ccccc3)[nH]c2-c2ccnc(NCCCNS(=O)(=O)c3cccc4ccccc34)n2)ccc1F	98	93	91	87	92
44	CN(C)CCC(=O)C(=Cc1ccccc1Cl)C(=O)CCN(C)C	112	106	103	113	·
45	COc1cc(/C=N\NC(=O)c2ccc3nc(-c4ccc([N+](=O)[O-])cc4)[nH]c3c2)cc(OC)c1OC	112	96	108	97	113
46	C=C1[C@@]2(C)CC(C)=C[C@]1(C(=O)OC)[C@]1(C)CCC3C(C)(C)[C@@H](O)CC[C@]3(C)C1C2 (some centres not stated)	101	109	99	99	93
47	FC(F)(F)c1ccc(-c2cncnc2NC2CCCCCC2)cc1	81	109	101	89	91
48	Cc1cc(=O)oc2cc(OS(=O)(=O)N(C)C)ccc12	103	97	103	100	101

No.	SF-295	OVCAR-8	OVCAR-3	PC-3
41	·	103	117	100
42	104	105	103	106
43	106	94	112	76
44	104	108	121	106
45	114	100	110	95
46	85	96	101	70
47	91	100	89	93
48	100	103	119	99

(next part)
No.	mol	U251	SF-539	DU-145	SF-268	SNB-19
49	CCCCCCCCCCCCOC(=S)CCl	97	97	103	112	102
50	c1cc2c3c(cccc3c1)NC1(CCC3(CC1)Nc1cccc4cccc(c14)N3)N2	87	88	101	74	·
51	CCn1c(SCC(=O)N2CCN(c3cc4c(cc3F)c(=O)c(C(=O)O)cn4C3CC3)CC2)nnc1-c1ccc(Cl)cc1	101	104	116	107	95
52	CCOc1ccc(Br)cc1/C=C1\N=C(c2ccccc2)OC1=O	79	102	26	103	97
53	COC(=O)c1nc(=S)[nH]c(C(=O)OC)c1C(=O)c1ccc(C)cc1	103	97	116	106	102
54	Oc1cccc(-c2nc(N3CCOCC3)c3c4c(sc3n2)CCCC4)c1	53	51	38	37	62
55	COc1ccc(C2=NN(CC(=O)Nc3nc4ccccc4s3)C(=O)CC2)cc1	99	101	106	101	95
56	O=C(NNC(=O)c1ccncc1)Nc1ccc(Cl)cc1	104	102	117	100	102
57	COc1nc(Nc2ccc(C(C)C)cc2)nc(OC)n1	94	110	105	104	109
58	Cc1ccc(S(=O)(=O)NC(=O)CCC(=O)NCc2ccccc2)cc1	100	97	118	115	98
59	COC(=O)/C(=C\c1ccc([N+](=O)[O-])cc1)NC(=O)c1ccccc1	101	101	117	102	101

No.	SF-295	OVCAR-8	OVCAR-3	PC-3
49	105	109	113	72
50	83	86	75	57
51	103	102	112	90
52	90	76	122	72
53	103	108	114	94
54	76	52	57	·
55	103	98	106	79
56	114	102	118	90
57	105	88	98	93
58	95	104	110	105
59	130	104	125	86

Rows were taken by chance; any-hit rate near 10%.
